GPR151 activ: activators of human GPR151; 650,000 tested, 1% active; activation, % at 11.2 µM; PathHunter beta-arrestin GPR151 cells, luminescence; Q8TDV0; AID 1508602; in the data active = activation above about 4.9%;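 also: 0% = median of compound wells and 100% = cells with positive control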
Target sequence (Q8TDV0 whole entry, looked up): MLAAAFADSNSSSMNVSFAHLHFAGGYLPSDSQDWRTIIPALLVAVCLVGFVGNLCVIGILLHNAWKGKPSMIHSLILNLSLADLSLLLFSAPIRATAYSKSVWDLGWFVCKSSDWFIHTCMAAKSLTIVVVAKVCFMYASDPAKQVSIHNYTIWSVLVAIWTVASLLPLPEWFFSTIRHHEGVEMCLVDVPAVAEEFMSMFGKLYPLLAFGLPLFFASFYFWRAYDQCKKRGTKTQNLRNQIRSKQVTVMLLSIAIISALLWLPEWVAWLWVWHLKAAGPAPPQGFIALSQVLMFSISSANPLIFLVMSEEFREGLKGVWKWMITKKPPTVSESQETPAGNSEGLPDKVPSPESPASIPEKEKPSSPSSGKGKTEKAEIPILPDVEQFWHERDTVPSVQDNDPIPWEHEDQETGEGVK
MITF inh: inhibitors of human MITF. AlphaScreen MITF homodimerization, bead proximity signal. 650,000 tested, 0.91% active. O75030. inhibition, % at 2.6 µM. AID 1259374; in the data active = inhibition above about 50%;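 also: 0% = vehicle wells with protein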
Target sequence (O75030 whole entry, looked up): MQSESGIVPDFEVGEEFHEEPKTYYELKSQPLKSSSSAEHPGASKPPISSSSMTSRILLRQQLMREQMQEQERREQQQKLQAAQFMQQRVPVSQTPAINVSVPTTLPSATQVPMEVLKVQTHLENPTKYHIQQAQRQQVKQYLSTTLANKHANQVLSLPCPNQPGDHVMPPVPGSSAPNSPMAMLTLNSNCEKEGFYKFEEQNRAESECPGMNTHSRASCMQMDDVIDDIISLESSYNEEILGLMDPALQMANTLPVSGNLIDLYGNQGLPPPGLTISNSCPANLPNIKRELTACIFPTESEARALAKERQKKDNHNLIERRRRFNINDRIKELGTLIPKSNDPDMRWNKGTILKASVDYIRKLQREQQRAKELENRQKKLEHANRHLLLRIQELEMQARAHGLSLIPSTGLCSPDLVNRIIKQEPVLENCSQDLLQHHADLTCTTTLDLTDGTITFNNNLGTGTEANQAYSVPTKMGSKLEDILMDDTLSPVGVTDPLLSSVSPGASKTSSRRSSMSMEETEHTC
FBW7 act: human FBW7 E3 ligase activation, primary screen; 650,000 tested, 0.13% active; AID 1259310; normalized activity (activation), % at 26.1 µM; Q969H0; AlphaScreen FBW7–phospho-cyclin E peptide binding, activator screen; in the data active = normalized activity above about 1.9%;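 also: purified mutant Fbw7 with reduced substrate affinity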
TEAD-YAP inh: TEAD-YAP interaction inhibition. HEK-TIYL cells, TEAD-Gal4/YAP UAS-luciferase luminescence. inhibition, % at 9.12 µM. 640,000 tested, 1.4% active. AID 1259422; in the data active = inhibition above about 32%;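 also: 0% = median of test compound wells and 100% = reference inhibitor wells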
The depositor's hits bear a star; nt = not tested or not shown; & = joins results of further samples.

SMILES	GPR151 activ	MITF inh	FBW7 act	TEAD-YAP inh
CCn1cc(C(=O)NCc2cccs2)c(=O)c2ccc(C)nc21	-0.1	2	0.0	8
Cc1cc(OCC(=O)NCc2cccnc2)ccc1Br	0.8	-14	0.0	3
NC(=O)c1ccc2nc(Nc3nccc4ccccc34)sc2c1	0.8	-2	-0.1	-63
O=C1c2ccccc2C(=O)N1c1ccc(-c2nc3ccccc3c(=O)o2)cc1	-0.4	7	0.0	-3
CCOc1ccc(-n2cc(-c3ccccc3)c3c(SCc4cccc(C)c4)ncnc32)cc1	1.0	-5	0.0	-1
CCOc1ccc(N(C(C)C(=O)NCc2ccccc2C)S(C)(=O)=O)cc1 (stereo unspecified)	0.3	3	-0.1	1
CC(C)Cc1cc(C(=O)N2CCn3cnnc3C2)no1	0.3	9	-0.2	3
COc1ccc(NC(=O)CSc2nc(N)nc(SC)c2C#N)cc1	-1.0	7	0.1	18

More results.
SMILES	GPR151 activ	MITF inh	FBW7 act	TEAD-YAP inh
Cn1nc(C(=O)NCC(N)=O)c2ccccc2c1=O	0.8	-2	-0.1	-10
C/C(=N\N=C(/C)c1ccc(-n2ccnc2)cc1)c1ccc(-n2ccnc2)cc1	-1.9	-3	0.1	0
O=C1CCc2cc(S(=O)(=O)NCCC3=CCCCC3)cc3c2N1CC3	-0.2	4	0.4	9
CCOC(=O)/C(=N/OC(=O)Nc1ccccc1)C(C)=O	0.6	1	-0.2	-34
CC(C)c1cc(C(=O)NC2CCCC2)no1	-1.0	4	0.2	-50
CCNC(=S)N/N=C/c1cccc2ccccc12	-0.9	3	-0.1	-38
CCC(NS(=O)(=O)c1ccc(OC)c2ccccc12)C12CC3CC(CC(C3)C1)C2 (stereo unspecified)	0.1	-4	-0.1	-9
O=[N+]([O-])c1cc(S(=O)(=O)N2CCCCC2)ccc1NC1CCCC1	1.2	7	-0.4	-6

(listing goes on)
SMILES	GPR151 activ	MITF inh	FBW7 act	TEAD-YAP inh
CC(C)(C)c1csc2ncc(C(=O)NCCCO)c(=O)n12	-0.7	10	0.4	17
CCCOc1ccc(/C=N/NC(=O)c2ccc(C)c([N+](=O)[O-])c2)cc1	-0.6	36	0.0	4
Clc1ccccc1/C=N/N=C(\c1ccccc1)C12CN3CN(CN(C3)C1)C2	0.2	-2	-0.1	-7
COc1cccc(-c2noc(-c3cccs3)n2)c1	-1.2	31	0.1	-61
CC12CCC(C(=O)Nc3ccc(Br)cc3)(CC1=O)C2(C)C (stereo unspecified)	-0.3	6	-0.1	13
COc1ccc(NS(=O)(=O)c2cccc(N)c2)cc1Br	-1.0	6	-0.2	10
O=C1NC(=S)N/C1=C\c1ccc(N2CCOCC2)cc1	-1.2	16	-0.1	-23
CC(=O)Nc1ccc(NC(=O)CSc2nnc(-c3cccnc3)n2C)cc1	-0.3	-4	0.0	19

4 entries from above, set out differently.
> CC(C)(C)c1csc2ncc(C(=O)NCCCO)c(=O)n12
  GPR151 activ: -0.7; MITF inh: 10; FBW7 act: 0.4; TEAD-YAP inh: 17

> CC(=O)Nc1ccc(NC(=O)CSc2nnc(-c3cccnc3)n2C)cc1
  GPR151 activ: -0.3; MITF inh: -4; FBW7 act: 0.0; TEAD-YAP inh: 19

> COc1cccc(-c2noc(-c3cccs3)n2)c1
  GPR151 activ: -1.2; MITF inh: 31; FBW7 act: 0.1; TEAD-YAP inh: -61

> CC12CCC(C(=O)Nc3ccc(Br)cc3)(CC1=O)C2(C)C (stereo unspecified)
  GPR151 activ: -0.3; MITF inh: 6; FBW7 act: -0.1; TEAD-YAP inh: 13

Going on with the list:
SMILES	GPR151 activ	MITF inh	FBW7 act	TEAD-YAP inh
COC(=O)CCC(=O)OC1(C)C(=O)C=C2C=C(c3ccc(C#N)cc3)OC=C2C1=O (stereo unspecified)	-0.2	-8	1.2	nt
CCN(CC)c1ccc(C2C(C#N)=C(N)N(c3ccccc3)C3=C2C(=O)CC(C)(C)C3)cc1 (stereo unspecified)	-0.7	-4	0.0	3
COc1ccc(Br)cc1C1C(C#N)=C(N)Oc2c1c(C)nn2-c1ccccc1 (stereo unspecified)	-0.3	8	-0.1	4
C/C(=N\NC(=O)CSCc1ccc([N+](=O)[O-])cc1)c1ccc([N+](=O)[O-])cc1	0.6	-1	-0.1	-10
Cc1cc([N+](=O)[O-])c(N2CCCC2)cc1N	-0.5	11	0.2	9
COc1cccc(C(=O)Nc2ccc(C(=O)OCC(=O)c3cccc([N+](=O)[O-])c3)cc2)c1	-1.9	-2	-0.1	-6
COc1cc(C2CC(=O)Nc3cc4c(cc32)OCCO4)ccc1O (stereo unspecified)	0.9	3	0.1	-9
Cc1ccc(C)c(Cn2nnc3c(=O)[nH]c(C(=O)NCc4ccco4)nc32)c1	-0.6	10	-0.2	2

(list continues)
SMILES	GPR151 activ	MITF inh	FBW7 act	TEAD-YAP inh
CCOc1cc(NC(=O)c2ccccc2)c(OCC)cc1N=N/C(C(N)=O)=C(/C)O	0.2	-10	0.0	-1
COc1cc(/C=C2\NC(=O)NC2=O)cc(Br)c1OCc1ccccc1	0.3	-17	-0.2	-16
CN(CCC#N)C(=O)COc1ccc(Br)cc1Cl	-1.0	7	0.0	-3
O=C(CSc1nc2ccccc2c(=O)n1CC1CCC(C(=O)N2CCN(c3ccccc3)CC2)CC1)NCCc1ccccc1 (stereo unspecified)	0.5	13	0.0	21
CCOc1ccc(C=Nc2ccc(S(=O)(=O)N3CCCCC3)cc2)cc1	0.2	-9	-0.1	-9
O=C(/C=C/c1ccc([N+](=O)[O-])s1)N1CCc2ccccc2C1	1.3	13	0.0	-2
COCCN1C(=O)C(=O)/C(=C(/O)c2ccc3c(c2)CC(C)O3)C12C(=O)N(C)c1ccccc12 (stereo unspecified)	-0.3	-6	-0.2	9
CCOC(=O)C1=C(C)NC2=C(C(=O)C(C(=O)OCC)C(c3ccc(OC)cc3)C2)C1c1ccccc1C(F)(F)F (stereo unspecified)	0.0	-6	0.5	3

(further entries)
SMILES	GPR151 activ	MITF inh	FBW7 act	TEAD-YAP inh
CC(C)N(Cc1nc(-c2ccccc2)no1)C(=O)C(Cl)(Cl)Cl	-1.2	2	-0.2	-1
Cc1ccc(CNc2ccnc3c(-c4ccco4)cnn23)c(C)c1	1.7	-14	0.0	6
CCc1ccccc1NC(=O)C1CCN(C(=O)NC2CCCCC2)CC1	-1.1	-7	0.0	-3
Cc1cc(C)nc(NS(=O)(=O)c2ccc(N)cc2)n1	-0.4&2.7	-2&2	-0.1&0.0	6
CCOc1ccccc1Nc1nc(-c2ccncc2)cs1	0.4	1	0.4	8
CCc1cccc(C)c1NC(=O)COc1ccc(OC)cc1	0.6	-6	0.0	-9
CC1CCCCN1C(=O)Cn1c(=O)n(C)c2ncccc21 (stereo unspecified)	-0.7	-9	0.1	5
COC(=O)C(C)n1cnc2c(nnn2-c2cccc(OC)c2)c1=O (stereo unspecified)	-0.2	6	0.0	-33

Further compounds follow:
Molecule,GPR151 activ,MITF inh,FBW7 act,TEAD-YAP inh
COC(=O)c1ccc(NS(=O)(=O)c2ccc(OC)c(I)c2)cc1,0.3,2,1.0,8
Nc1cc(=O)[nH]c(SCc2ccc(Cl)cc2Cl)n1,0.2,14,0.3,18
O=C1NC(c2ccc(-c3ccccc3)cc2)Nc2ccccc21 (stereo unspecified),-1.2,-12,0.0,40*
CC(=O)OCCNc1cc(Sc2nc3ccccc3[nH]2)c2nonc2c1[N+](=O)[O-],-1.2,4,-0.1,1
NC(C(=O)N1CCC(Nc2cccc3c(=O)[nH]cnc23)CC1)c1ccc(Cl)cc1 (stereo unspecified),0.2,4,-0.1,5
Cc1ccccc1NC(=O)C(CCC(N)=O)NC(=O)OCc1ccccc1 (stereo unspecified),0.8,13,0.0,6
O=C(COc1ccc2ccccc2c1)N1CCCc2ccccc21,-0.1,1,-0.2,-13
CN(Cc1cccs1)Cc1nnc(SCc2ccccn2)n1CC1CCCO1 (stereo unspecified),-0.7,-2,0.4,4

Next part
Molecule,GPR151 activ,MITF inh,FBW7 act,TEAD-YAP inh
NC(=O)c1ccsc1NC(=O)CSc1ncnc2sc(-c3ccccc3)cc12,1.1,5,0.1,4
O=C(NCCCN1CCCCC1)C1CCN(c2nnc(N3CCCC3=O)s2)CC1,-0.1,2,0.0,0
COc1ccc(C2/C(=C(\O)c3ccc(C)cc3)C(=O)C(=O)N2c2nc3ccccc3s2)cc1OC (stereo unspecified),1.6,-5,-0.1,7
COc1ccc(NC(=O)CCc2c(C)nc3nc[nH]n3c2=O)cc1,3.4,1,0.5,11
O=S(=O)(Cc1ccccc1)N1CCN(Cc2ccc(Br)cc2)CC1,1.5,59*,-0.3,1
CN1C(=O)C(O)(C2CC(C(C)(C)C)CCC2=O)c2ccccc21 (stereo unspecified),-1.5,6,-0.1,6
Cc1nccn1-c1ccc(NC(=O)C2CCCN(Cc3ccc4nonc4c3)C2)cc1 (stereo unspecified),1.0,0,0.1,18
O=C(COc1ccccc1[N+](=O)[O-])Nc1ccccc1N1CCOCC1,0.1,-3,-0.1,-2

(next part)
Molecule,GPR151 activ,MITF inh,FBW7 act,TEAD-YAP inh
CSc1nc2ccc3nc(NC(=O)C(c4ccccc4)c4ccccc4)sc3c2s1,-0.2,1,0.7,14
COCCCn1c(SCC(N)=O)nnc1-c1ccccc1,-1.8,15,0.6,1
Cc1cc(C)n2nc(C(=O)Nc3ccc(S(=O)(=O)N4CCCC4)cc3)nc2n1,-0.4,2,0.0,14
NC(=O)NC(=O)Nc1ccccc1Br,1.0,-6,0.1,-14
COc1cccc(NC(=O)c2cc3cc4cc(OC)ccc4nc3o2)c1,0.6,-3,0.0,4
CC(=O)N1CCN(Cc2cccc(Cl)c2Cl)CC1,0.7,-5,-0.1,-3
COc1cccc(/C=N\NC(=O)C2C(=O)NCC2c2ccccc2)c1O (stereo unspecified),3.4,9,-0.6,8
O=C(O)CCCNC(=O)c1ccccc1C(=O)O,1.1,-4,0.1,5

(cont.)
Molecule,GPR151 activ,MITF inh,FBW7 act,TEAD-YAP inh
Cc1c(NC(=O)CSc2nccn2C)c(=O)n(-c2ccccc2)n1C,0.3,17,-0.1,3
O=C(Nc1ccc(Cl)c(Cl)c1)c1ccc(F)c(S(=O)(=O)N2CCCC2)c1,2.2,5,0.0,-14
C#CCOc1c(Cl)cc(C=O)cc1OC,0.1,1,-0.2,-4
C/C(=N/NC(=O)c1cccs1)c1ccc2ccccc2c1,-1.1,7,0.1,-54
COc1ccccc1C(=O)Nc1ccc(Cl)cc1Cl,-0.7,5,0.7,-3
Cc1cccc2cc(CN(Cc3ccco3)C(=O)N3CCOCC3)c(=O)[nH]c12,0.0,-22,0.0,-1
CCCS(=O)(=O)N1CCN=C1SCc1c(F)cccc1Cl,-0.2,-3,-0.1,-13
CCOC(=O)C1(CCOc2ccccc2)CCN(C(=O)NC2CCCCC2)CC1,0.8,8,-0.1,6

The list goes on:
Molecule,GPR151 activ,MITF inh,FBW7 act,TEAD-YAP inh
CN(C)S(=O)(=O)c1cccc(C(=O)Nc2nc3c(F)c(F)c(F)cc3s2)c1,-0.1,12,0.8,-40
CC(C)C(=O)Nc1nnc(SCC(=O)N2CCCCC2)s1,0.5,0,-0.1,-3
CCC(=O)N1CCc2cc(OC)c(OC)cc2C1COc1ccc([N+](=O)[O-])cc1 (stereo unspecified),2.2,4,-0.1,-7
COc1ccc(Cl)cc1NC(=O)c1cc2c(C)nn(-c3ccccc3)c2s1,0.5,5,0.1,6
Cc1cccc(C)c1OCCn1cncn1,0.7,13,-0.1,-2
Cc1nc(SCC(C)C)[nH]c(=O)c1CC(=O)OCC(C)C,-0.1,6,0.0,0
NC(=O)CCCCC1CCSS1 (stereo unspecified),1.0,-6,0.0,-12
O=[N+]([O-])c1cccc(/C=N/NC2=NS(=O)(=O)c3ccccc32)c1,-0.1,6,-0.1,-1

Later entries:
Molecule,GPR151 activ,MITF inh,FBW7 act,TEAD-YAP inh
Cc1cc(Cl)ccc1OCC(=O)O/N=C(\N)c1ccc([N+](=O)[O-])cc1,-0.5,16,0.1,-3
CC1CCN(c2nc3c(c(=O)[nH]2)CN(Cc2ccnc(N4CCN(C)CC4)n2)CC3)CC1,-0.6,-1,-0.1,-5
O=C(NCCCN1CCCC1=O)c1cnc(NCCCN2CCCC2=O)s1,-1.7,-16,0.3,3
C=CCSc1nnc2c(n1)OC(c1ccc(OCC(=O)O)cc1)Nc1ccccc1-2 (stereo unspecified),1.0,14,0.1,-48
COc1ccccc1/C=C1\SC(=S)N(CCC(=O)NC2=NCCS2)C1=O,0.0,4,0.0,16
CCN1CCN(CC(O)COCc2ccc3c(c2)OCO3)CC1 (stereo unspecified),0.1,11,0.2,5
COc1ccc(C(=O)NCC(C)C)c(OC)c1,0.2,13,1.0,6
CN(C)C(=O)[C@@H]1C[C@@H](Sc2nccn2C)CN1Cc1ccccc1F,-1.0,8,-0.1,-5

Next structures
Molecule,GPR151 activ,MITF inh,FBW7 act,TEAD-YAP inh
O=C(NCCCN1CCCC1=O)C1CCN(c2ccc(Nc3nccc4ccccc34)nn2)CC1,-0.6,18,-0.1,-6
COC(=O)Cn1c(=O)c2cccn2c2cccnc21,0.5,-1,-0.1,-4
O=C(NC1CCCC1)c1cc(F)c(F)cc1Cl,0.1,8,0.2,-3
COc1ccc(Nc2nnc(SCC(=O)Nc3ccc4c(c3)OCO4)s2)cc1,-0.5,4,0.0,-4
CCOC(=O)c1c(C)n(CC(O)CO)c2ccc(O)c(CN(C)C)c12 (stereo unspecified),-1.3,10,0.0,13

Screens: PubChem, The Scripps Research Institute Molecular Screening Center
